Source: PubChem
rTrxR1 inhibitor: rat TrxR1 inhibition. recombinant rTrxR1, NADPH fluorescence consumption, selenite substrate. Potency, µM (titrated, usually from 114 µM), without a hit: at the top dose activity change, negative = inhibition, actives largely listed as inhibitors. O89049. 390,000 compounds, 1% hits; also: % is scaled to controls: 0 for no effect and ±100 for the full control effect; nearly all actives have a fitted effect of over 65% in size
Target sequence (O89049 whole entry, looked up): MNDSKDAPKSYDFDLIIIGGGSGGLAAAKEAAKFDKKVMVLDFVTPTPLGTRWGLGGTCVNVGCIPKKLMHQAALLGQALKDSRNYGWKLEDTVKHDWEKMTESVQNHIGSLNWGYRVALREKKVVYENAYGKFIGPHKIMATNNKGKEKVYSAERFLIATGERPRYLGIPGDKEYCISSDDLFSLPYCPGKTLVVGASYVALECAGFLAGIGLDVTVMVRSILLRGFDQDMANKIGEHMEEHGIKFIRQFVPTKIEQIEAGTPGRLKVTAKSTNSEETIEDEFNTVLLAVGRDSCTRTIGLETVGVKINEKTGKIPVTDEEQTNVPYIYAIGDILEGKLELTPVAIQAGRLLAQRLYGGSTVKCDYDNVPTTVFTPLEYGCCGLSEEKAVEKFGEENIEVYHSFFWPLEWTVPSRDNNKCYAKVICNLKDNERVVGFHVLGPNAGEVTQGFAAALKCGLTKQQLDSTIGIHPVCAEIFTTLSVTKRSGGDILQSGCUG
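Rat TrxR1 (90 nM in the dispensed reagent) was pre-reduced with 400 uM NADPH for 5 min at room temperature, then incubated with compound for 15 min. After 400 uM selenite was added, NADPH fluorescence (Ex 340/Em 450 nm) was followed for 8 min.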
Vif-A3F inh: blocks the Vif interaction with APOBEC3F; HeLa A3F-eYFP + Vif (tagged APOBEC3F with the HIV-1 protein that degrades it), YFP fluorescence increase; Potency, µM (titrated, usually from 46.1 µM), inactives show at the highest dose activity, negative = active; 390,000 compounds, 0.2% hits; AID 602313; also: % of control where 0% means no effect; nearly all actives have a fitted effect of over 65% in size
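Fluorescence increase (Ex 488/Em 500-530) after overnight compound treatment at 37 deg C flags inhibition of Vif-driven A3F-eYFP loss in stable HeLa A3F-eYFP/Vif cells seeded overnight beforehand.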
RXFP1 agonist: agonists of human relaxin receptor RXFP1 | AID 2676 | HEK293T-RXFP1 cAMP TR-FRET, 30 min; response scale: percent of porcine relaxin response, buffer zero | Q9HBX9 | Potency, µM (top dose mostly 57.5 µM), for the others: top-dose activation, most hits filed as activators | 370,000 compounds, 0.3% hits; also: % is scaled to controls: 0 for no effect and ±100 for the full control effect; nearly all actives have a fitted effect of over 60% in size; many of its hits are not listed in these tables
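Agonist response is measured as cAMP accumulation in an RXFP1-transfected HEK293T line under PDE4 inhibition. Values are scaled between buffer-only and 29 nM porcine relaxin, and EC50s come from standard Hill equation fits.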
RGS4 inh: human RGS4 inhibition | AID 504845 | Potency, µM (series often up to 114 µM), for inactives: at the highest dose activity change, negative = inhibition, usual class: inhibitors | 390,000 compounds, 0.039% hits | Transcreener GDP fluorescence polarization, RGS4-accelerated GTP hydrolysis; also: % is scaled to controls: 0 for no effect and ±100 for the full control effect; nearly all actives have a fitted effect of over 75% in size; some results filed as inactive show a strong effect at the top dose
Target sequence (P49798 whole entry, looked up): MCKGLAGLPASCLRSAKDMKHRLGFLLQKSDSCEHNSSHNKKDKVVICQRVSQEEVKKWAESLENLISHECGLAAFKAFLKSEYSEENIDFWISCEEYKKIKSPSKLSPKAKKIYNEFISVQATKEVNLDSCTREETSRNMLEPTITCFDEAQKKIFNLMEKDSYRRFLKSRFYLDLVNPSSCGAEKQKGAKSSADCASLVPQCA
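MLSMR compounds (23 nl, pin-transferred) preincubated 10 min at room temperature with a 500nM (2x) first reagent, then RGS4 at 900nM (2x) plus Transcreener GDP mix added; fluorescence polarization (620/688 nm) read before and after 90 min at 30 °C.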
Vif-APOBEC3G blk: Vif-A3G binding inhibition | HeLa A3G-eYFP + Vif (tagged APOBEC3G with the HIV-1 protein that degrades it), YFP fluorescence, overnight | Potency, µM (top dose mostly 46.1 µM), for inactives: at the highest dose activity, negative = active, most hits filed as inhibitors | 410,000 compounds, 0.076% hits | AID 602310;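 also: % is scaled to controls: 0 for no effect and ±100 for the full control effect; nearly all actives have a fitted effect of over 60% in size; hits raise eYFP signal because A3G escapes Vif-driven loss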
Target sequence (Q9HC16 whole entry, looked up): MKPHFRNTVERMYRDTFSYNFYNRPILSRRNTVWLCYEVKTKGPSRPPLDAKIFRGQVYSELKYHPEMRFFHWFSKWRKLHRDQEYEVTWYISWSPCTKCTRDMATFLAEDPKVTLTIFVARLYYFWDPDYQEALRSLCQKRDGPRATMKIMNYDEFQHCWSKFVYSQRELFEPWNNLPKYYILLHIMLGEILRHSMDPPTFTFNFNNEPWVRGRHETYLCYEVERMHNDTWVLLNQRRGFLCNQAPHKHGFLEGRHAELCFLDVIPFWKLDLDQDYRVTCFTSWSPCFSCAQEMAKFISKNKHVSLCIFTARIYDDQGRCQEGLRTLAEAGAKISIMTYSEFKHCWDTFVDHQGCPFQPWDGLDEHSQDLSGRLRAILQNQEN
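HeLa cells stably expressing Vif and C-terminally eYFP-tagged A3G, seeded overnight at 37 deg C, then exposed to compound by pintool overnight at 37 deg C. Rise in yellow fluorescence (Ex 488/Em 500-530, Acumen) marks blocked Vif-driven A3G degradation.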
USP1-UAF1 inh: inhibitors of human USP1/UAF1 deubiquitinase; O94782; recombinant USP1/UAF1, Ub-Rhodamine cleavage fluorescence; 390,000 compounds, 0.23% hits; Potency, µM (series often up to 57.1 µM), inactives show at the highest dose activity change, negative = inhibition, hits mostly inhibitors; also: % is scaled to controls: 0 for no effect and ±100 for the full control effect; nearly all actives have a fitted effect of over 60% in size; inactives centre near -12
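In this screen, compounds sit with the deubiquitinase complex (1nM) for 15 min at room temperature before Ub-Rho is added at 150nM final. Fluorescence rise is then followed for 6 reads every 60 seconds.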
12-LOX inh: ALOX12 (human) lipoxygenase inhibition | P18054 | purified 12hLO, xylenol orange hydroperoxide absorbance | Potency, µM (top dose mostly 108 µM), for the others: top-dose activity change, negative = inhibition, most hits filed as inhibitors | 580,000 compounds, 1.1% hits | AID 1671190; also: % is scaled to controls: 0 for no effect and ±100 for the full control effect
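Purified human 12hLO (150 nM final) in 25 mM Hepes, 0.01% Triton X-100, pH 7.0 was preincubated 15 min at room temperature with compound. Then 40 uM arachidonic acid was added, 30 min. Hydroperoxide was read by Fe-XO absorbance ratio 573/405 nm.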
TrxR1 substrate: substrates of rat thioredoxin reductase 1; 390,000 compounds, 0.01% hits; purified TrxR1 substrate turnover, NADPH consumption readout; Potency, µM (titrated, usually from 114 µM), for the others: top-dose activity change, negative = substrate turnover; also: % is scaled to controls: 0 for no effect and ±100 for the full control effect; nearly all actives have a fitted effect of over 50% in size
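Rat TrxR1, dispensed at 90 nM, was prereduced with 400 uM NADPH (final) for 5 min at ~22 deg C, then incubated with compound 15 min before 400 uM selenite. A first-read NADPH fluorescence drop versus no-compound background flagged substrates.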
IDH1 R132H inh: human IDH1 R132H inhibition | O75874 | IDH1-R132H enzyme, NADPH consumption, diaphorase/resazurin fluorescence | Potency, µM (top dose mostly 76.6 µM), without a hit: at the highest dose activity change, negative = inhibition, actives largely listed as inhibitors | 390,000 compounds, 0.093% hits | AID 602179; also: % is scaled to controls: 0 for no effect and ±100 for the full control effect; nearly all actives have a fitted effect of over 65% in size
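IDH1-R132H (0.5 ug/mL) preincubated 30 min with compound, then NADPH (0.016 mM) and alpha-KG (2 mM) added; 80 min at RT, pH 7.5. Remaining NADPH coupled via diaphorase/resazurin to fluorescence (540/590 nm); concentration-response curves normalized to no-enzyme control.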
* marks the source's active call; other numbers are inactive results; i = inactive; u = inconclusive; x = not tested or not shown; & = joins results of further samples; [ ] = remark or other dose. Calls follow the shape of the dose curve; as a rule, active = well fitted curve in the direction sought with a large enough effect; inconclusive = small, poorly fitted or top-dose-only effect, or another doubt; inactive = no such curve, though single readings can be large; an effect the other way counts as inactive or inconclusive. Potency is read from the fitted curve at half-maximal effect. Not all compounds are listed; the hit share may differ from the screen's.

SMILES	rTrxR1 inhibitor	Vif-A3F inh	RXFP1 agonist	RGS4 inh	Vif-APOBEC3G blk	USP1-UAF1 inh	12-LOX inh	TrxR1 substrate	IDH1 R132H inh
COCCN(C(=O)CNC(=O)c1cccs1)C(C(=O)NC1CCCCC1)c1ccco1 (stereo not given)	-12.3%	3.4%	-0.7%	-17.7%	0.5%	-11.6%	0.0%	-2.6%	10.6%
Fc1ccc(NC(=S)N2CCOCC2)c(F)c1	16.1%	0.3%	2.5%	-11.1%	-6.2%	-17.4%	0.4%	3.3%	-4.7%
Cc1ccc(CCNC(=O)CN(C)S(=O)(=O)c2ccc3c(c2)n(C)c(=O)c(=O)n3C)cc1	21.0%	-7.5%	10.8%	-16.0%	-10.7%	-25.6%	-10.8%	6.5%	3.9%
CC[C@H](C)[C@H](NC(=O)OCc1ccccc1)C(=O)OCC(=O)N1CCN(c2ccc(OC)cc2)CC1	23.5%	0.6%	x	5.6%	-0.2%	-17.6%	40.9%[activator]	1.6%	3.1%
CCOc1ccc(Cn2nnc(C(=O)Nc3ccc(Cl)cc3)c2N)cc1	10.4%	-22.9%	-1.8%	-7.1%	6.8%	-21.8%	-16.7%	7.9%	8.2%
COc1ccccc1CNc1ncccn1	-7.5%	1.0%	-1.2%	21.6%	-0.6%	-12.2%	u	-8.4%	0.0%
CCCn1cc(S(=O)(=O)c2cc(C)ccc2C)c(=O)c2cc(F)c(N3CCOCC3)cc21	-5.7%	0.8%	0.7%	1.7%	-5.1%	-11.8%	-16.3%	2.7%	-1.5%
COc1ccc(CNC(=O)CCCn2ccc3cc(S(=O)(=O)N4CCCC4)ccc32)cc1	29.7%[57.1 µM]	-6.0%&-3.8%	-0.6%&2.6%	18.6%[56.9 µM]	-21.2%&-29.4%	-6.7%&-25.4%	-5.2%&-0.3%	11.2%[57.1 µM]	1.4%&4.1%
Cc1ccccc1/C=N/NC(=O)c1ccc(-n2cnnn2)cc1	15.3%	-0.6%	0.9%	-38.0%	6.0%	-17.8%	u	-3.5%	0.6%
CC(NC(=O)c1ccccc1NC(=O)c1ccco1)C(=O)O (stereo not given)	-8.9%	3.1%	-2.1%	-1.7%	-4.7%	-25.9%	0.0%	-7.0%	0.0%
Cc1ccc(C(=O)Nc2c[nH]c(=O)[nH]c2=O)cc1	10.8%[57.1 µM]	-0.8%	4.7%	-15.7%	-1.5%	3.0%	35.2%[activator]	4.8%[2.29 µM]	3.6%
CC[C@]12c3[nH]c4ccc(OC)cc4c3CCN1C(=O)C(CC(=O)NCc1ccco1)C[C@@H]2C(=O)N1CCN(C(=O)C2CC2)CC1 (stereo not given in full)	5.3%	-0.6%	x	4.5%	1.0%	-15.7%	-16.8%	1.1%	5.9%
O=c1[nH]c2ccc(S(=O)(=O)N3CCN(C4CCCCC4)CC3)cc2[nH]c1=O	-3.5%	-12.8%	3.7%	23.2%	1.0%	-8.6%	11.0%	25.2%	13.1%
CN(C(=O)COC(=O)C12CC3CC(CC(C3)C1)C2)c1c(N)n(Cc2ccccc2)c(=O)[nH]c1=O	14.1%	-0.1%	-1.6%	-15.7%	1.2%	0.8%	-10.6%	0.9%	2.4%
CCOC(=O)c1c(Nc2ccc(OCC)cc2)nnc(-c2ccccc2)c1-c1ccccc1	-3.1%	11.0%	0.9%	11.4%	2.3%	-20.5%	-20.5%	-12.2%	13.1%
COc1ccc(CCNC(C)C(=O)Nc2ccc(S(N)(=O)=O)cc2)cc1 (stereo not given)	36.5%[activator]	2.2%	1.6%	-6.0%	-1.6%	-11.1%	0.0%	7.9%	5.3%
O=C(Cn1ccc(NC(=O)OCc2ccccc2)nc1=O)NCc1ccccn1	13.4%	1.2%	1.2%	-14.8%	-5.1%	-21.3%	-3.1%	1.3%	1.2%
COc1ccc(NC(=O)CN(C)S(=O)(=O)c2cnc[nH]2)cc1OC	-3.0%	-8.9%	2.0%	2.0%	0.1%	-12.7%	-0.2%	-3.5%	8.0%
COc1ccc(OC)c(NC(=O)CCCC(=O)NC2CCCCC2)c1	8.7%	0.9%	2.0%	26.2%	1.4%	4.5%	5.2%	-5.4%	0.3%
c1ccc(CCc2ccccc2-c2nc(-c3ccccn3)no2)cc1	-8.3%[57.1 µM]	5.4%	3.3%	7.5%	1.9%	1.4%	13.7%	1.5%[57.1 µM]	0.8%
COc1ccc(C(C)=NOC(=O)c2c(-c3ccccc3Cl)noc2C)cc1CN1CCOCC1	x	-3.6%	x	x	-0.5%	-31.4%	-20.9%	x	5.9%
Cc1cccc(Nc2nnc(SCC(=O)Nc3cccc(S(=O)(=O)N4CCCCC4)c3)s2)c1	-22.6%	0.2%	4.1%	-38.3%	1.7%	-12.1%	-22.4%	-9.2%	5.4%
CCCn1nc(C(=O)NNC(=O)CCCOc2ccc(C)cc2)c2ccccc2c1=O	-2.2%	-5.5%	-0.9%	-25.9%	-1.3%	-17.5%	6.5%	-1.9%	-3.9%
NC(=O)c1c(NC(=O)Cc2cccs2)sc2c1CCC2	-17.1%	-9.9%	1.3%	-4.6%	-6.6%	-16.0%	0.4%	0.3%	4.2%
CC(C)N(NC(=O)c1cccc2ccccc12)C(C)C	0.9%[57.1 µM]	2.2%	0.5%	7.3%	-3.4%	-1.1%	0.0%	-2.5%[57.1 µM]	-7.7%
O=C(CSc1ccccc1)N1CCc2c([nH]c3ccccc23)C1c1ccc(F)cc1 (stereo not given)	30.8%[57.1 µM]	1.3%	-2.8%	8.5%	3.9%	-10.8%	-14.6%	-1.7%[57.1 µM]	-11.1%
Cn1c(=O)oc2cc(S(=O)(=O)NCCC(=O)Nc3ccc4c(c3)OCCO4)ccc21	22.6%	-12.7%	0.8%	6.2%	0.9%	-10.8%	0.0%	5.5%	1.9%
Cc1ccc(CN2CCNC(=O)C2CC(=O)N(C)C2CCCCC2)o1 (stereo not given)	11.3%[57.1 µM]	-34.4%	2.0%	-14.6%	0.5%	1.4%	0.0%	-1.8%[57.1 µM]	-0.2%
COc1ccc(-n2nc(C(=O)NCCc3ccc(OC)c(OC)c3)c3c4ccccc4n(C)c3c2=O)cc1	14.0%	14.4%	6.9%	-19.5%	-4.8%	u	-21.0%	37.8%[activator]	8.2%
COC(C/C=C/[C@@H](O)COCc1ccccc1)OC	5.2%	0.6%	-2.7%	10.7%	0.8%	u	-85.2%	8.1%[57.1 µM]	-11.8%

Three successive compounds out of the list so far, quoted:
SMILES	rTrxR1 inhibitor	Vif-A3F inh	RXFP1 agonist	RGS4 inh	Vif-APOBEC3G blk	USP1-UAF1 inh	12-LOX inh	TrxR1 substrate	IDH1 R132H inh
COc1ccc(CCNC(C)C(=O)Nc2ccc(S(N)(=O)=O)cc2)cc1 (stereo not given)	36.5%[activator]	2.2%	1.6%	-6.0%	-1.6%	-11.1%	0.0%	7.9%	5.3%
O=C(Cn1ccc(NC(=O)OCc2ccccc2)nc1=O)NCc1ccccn1	13.4%	1.2%	1.2%	-14.8%	-5.1%	-21.3%	-3.1%	1.3%	1.2%
COc1ccc(NC(=O)CN(C)S(=O)(=O)c2cnc[nH]2)cc1OC	-3.0%	-8.9%	2.0%	2.0%	0.1%	-12.7%	-0.2%	-3.5%	8.0%

(more compounds)
SMILES	rTrxR1 inhibitor	Vif-A3F inh	RXFP1 agonist	RGS4 inh	Vif-APOBEC3G blk	USP1-UAF1 inh	12-LOX inh	TrxR1 substrate	IDH1 R132H inh
COCCCNC(=O)CSc1ccsc1[N+](=O)[O-]	u	-2.3%	-1.7%	0.2%	0.5%	-2.3%	u	-0.7%	-4.6%
Cc1ccc(C)c(N2N=C(C(=O)Nc3cccc(S(=O)(=O)N4CCCCC4)c3)CCC2=O)c1	18.8%	-5.9%	-1.0%	6.5%	-3.2%	-11.4%	3.0%&6.3%	7.4%	-3.1%
Nc1nonc1-n1nnc(C(=O)N/N=C/c2c(Cl)cccc2Cl)c1CN1CCOCC1	-10.1%	2.4%	-1.9%	-21.9%	1.4%	-19.7%	0.0%	-9.2%	0.0%
COc1cc2cc(C(=O)N3CCN(Cc4ccc5c(c4)OCO5)CC3)[nH]c2cc1OC	8.1%	-0.3%	-0.1%	-20.2%	-6.5%	-11.7%	-15.1%	4.0%	7.6%
COc1ccc(CCNC(=O)c2oc3ccccc3c2C)cc1	26.4%	-2.9%	0.2%	9.6%	-0.1%	-21.4%	6.6%	5.0%	-0.1%
Cc1ccc(/C(O)=C2\C(=O)C(=O)N(C)C2c2ccc(F)cc2)cc1 (stereo not given)	7.5%	4.1%	13.7%	7.4%	-1.0%	-24.0%	-55.8%	-7.5%	-8.6%
CCn1c2c(c(=O)n3ncc(C(=O)Nc4ccc(OC(F)(F)F)cc4)c13)CN(Cc1ccc(OC)cc1)CC2	19.3%[57.1 µM]	0.7%	4.0%	-35.1%	-2.5%	u	u	4.8%[57.1 µM]	-5.1%
O=C(NCc1cccnc1)/C(=C/c1ccc([N+](=O)[O-])cc1)NC(=O)c1ccccc1	-2.9%	9.6%	x	-5.0%	-4.2%	-27.1%	u	-8.2%	7.1%
Cc1ccc(S(=O)(=O)N2CCC(C(=O)N[C@H](C(=O)NCc3ccco3)C(C)C)CC2)cc1	-9.4%	-3.7%	1.6%	-7.0%	-3.8%	-8.5%	-6.2%	5.1%	-1.7%
COc1nnc(-c2ccc(N3CCOCC3)c(NC(=O)c3ccco3)c2)c2ccccc12	u	-12.8%	5.1%	-5.9%	0.4%	-4.3%	i	-10.0%	0.5%
